# MT stabilize HCS: microtubule stabilizers in HeLa cells, primary screen, imaging, high-content imaging | % tubulin-high responders, % at 10 µM | actives 0.83% (n = 200,000) | AID 2205, 2009 | HeLa tubulin immunostaining HCS, 24 h; share of cells brighter than vehicle mean+2SD;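 active = plate Z-score above 3 for both tubulin-high and condensed-nucleus cell shares, with cell loss under 80%, at 10 µM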;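 note: anti alpha tubulin signal scored within the nucleus-defined area of each cell; some results filed as inactive read as strong as hits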
# T cell HTS: modulators of CD8 T cell-vesicle binding, primary screen, mouse 2C CD8+ T cells, flow cytometry. 2C CD8+ T cell-vesicle binding; hits give low values. calls only at 7 µM. actives 0.068% (n = 330,000);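 active = response, share of CD8 T cells binding vesicles, and their 90th percentile fluorescence all below set limits, cut at about 80% in these data, passing the limit was not always enough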
#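 Material: murine 2C transgenic CD8+ T lymphocytes / Also added: QL9-peptide-loaded Drosophila micro-vesicles bearing Ld, ICAM-1 and B7-1 / Schedule: binding step 1.5 h, 37 °C, antibody labelling 20 min, ice / Signal: flow cytometry, PE anti-B7-1 (FL2) versus Alexa647 anti-CD8 (FL8), PFA-fixed / Evaluation: percent CD8+ FL2 mean versus row control / Benchmarks: naked versus QL9-loaded vesicles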
# WT yeast gro inh: growth inhibition of WT strain, primary screen, mitochondrial fusion inhibitor project, WT and mutant strains, chemical genetic. mitochondrial fusion phenotypic screen. inhibition, % at 10 µM. actives 2.1% (n = 190,000). AID 1362, 2008; in the data active = inhibition above about 58%; tested in S. cerevisiae
# Dynein cargo inh: inhibitors of GR-EGFP nuclear translocation, primary screen, dynein cargo transport inhibitor project, imaging, high-content, 3617.4 mouse cells. test concentration mostly 20 µM; stimulated with dexamethasone, 1 µM; hits give low values. z-score, hits read low. actives 0.47% (n = 220,000). AID 1381, 2008;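 active = plate z-score of nuclear minus cytoplasmic receptor signal below a set negative limit, without overly bright fluorescence or cell loss, cut at about -3.5 in these data, passing the limit was not always enough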;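 note: z-score of nuclear minus cytoplasmic ring GR-EGFP intensity difference per well; some compounds called inactive have numbers as strong as hits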
#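 Buffer or medium: tetracycline-free induction medium containing charcoal-stripped FBS / Reagent: dexamethasone agonist, 1.0 µM final, for 30 min / Technique: automated 10x imaging of fixed Hoechst-stained cells / Times: induction 48 h, compound 1 h, agonist 30 min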
# Autophagy HCS: autophagy modulators in MEF cells, primary screen, imaging, high-content, MEF GFP-LC3. MEF GFP-LC3 puncta imaging; test concentration mostly 10 µM. calls only at 10 µM (by protocol). actives 0.98% (n = 190,000). AID 463193, 2010;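 active = percentage of spot-positive cells more than 3 SD above its plate mean, without a fluorescence outlier flag or 80% toxicity; inconclusive = no clear call, values can overlap the other calls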;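 note: spot-positive cell cutoff set from DMSO-treated cells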
# b-catenin transl: modulators of beta-catenin nuclear translocation, primary screen, imaging, HeLa cells, immunofluorescence, high-content. nuclear translocation activity, % at 5 µM. actives 0.3% (n = 190,000);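 active = nuclear translocation activity above 50% at 5 µM, with a well cell count of 50 or more; inconclusive = wells under 50 cells across six images, flagged as toxic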;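 note: per-cell ratio of nuclear to cytoplasmic median beta-catenin stain intensity; plate controls were DMSO negative control for no effect and GSK-3 inhibitor IX positive control for full effect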
#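 System: HeLa cells, endogenous beta-catenin; compound dosing: 5 µM primary single dose, 0.1% DMSO, 0.02–20 µM confirmation series; incubation: 24 h compound exposure at 37°C, 5% CO2; signal: beta-catenin immunofluorescence imaging with DAPI; evaluation: % activation, nuclear-to-cytoplasmic median beta-catenin signal ratio per cell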
# Yfh1-off respiration: enhancers of respiration in Yfh1-depleted yeast, dose response, Friedreich's ataxia, plus single-dose screen (AID 1465); actives 0.074% (n = 220,000); one-dose fold induction at 50 µM; EC50 in µM for titrated hits; S. cerevisiae Yfh1-off respiration, WST-1 reduction, 72 h; higher fold induction means a stronger effect;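 active = fold induction of absorbance versus untreated yeast above a set limit, then at least 30% activation at any dose in follow-up; inconclusive = repeats straddling the limit, or above it without dose testing; inactive = fold induction below the set limit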;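 note: activators that raise dye reduction in frataxin-depleted yeast; strong numbers were not always called active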
# M17LAP inhibition: P. falciparum M17LAP inhibitors, primary screen, biochemical, fluorogenic H-Leu-NHMec substrate, 1536-well (AID 1619) | Leucine aminopeptidase (Plasmodium falciparum (isolate 3D7)) | actives 0.38% (n = 220,000) | one-dose inhibition, % at 30 µM; IC50 in µM for titrated hits | recombinant M17LAP, H-Leu-NHMec fluorogenic kinetic assay; higher % means a stronger effect;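 active = compound inhibiting the enzyme by more than half at any dose during confirmatory dose-response retesting; inconclusive = strong single-dose inhibitors picked by rank but not retested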;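 note: plate controls were full reaction with DMSO carrier for no effect and no enzyme background for full effect; strong numbers were not always called active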
# M1AAP inhibition: P. falciparum M1AAP inhibitors, biochemical, fluorogenic H-Leu-NHMec substrate, 1536-well (AID 1445) | one-dose inhibition, % at 30 µM; IC50 in µM for titrated hits | recombinant M1AAP, H-Leu-NHMec fluorogenic kinetic assay; higher % means a stronger effect | actives 0.42% (n = 220,000);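 active = primary inhibition above the hit cutoff, then over 50% inhibition at one or more dose response concentrations, cut at about 23% in these data, passing the limit was not always enough; inconclusive = conflicting primary data, or primary hits not chosen for dose response; inactive = low primary inhibition, or under 50% at every dose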;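 note: plate controls were DMSO full reaction for no effect and no enzyme background for full effect; strong numbers were not always called active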
# WT yeast gro inh mutant strain: recorded beside WT yeast gro inh, whose call it bears; inhibition, %; mitochondrial fusion phenotypic screen, mutant strain inhibition
# Dynein cargo inh cytoplasmic EGFP: also measured in Dynein cargo inh; calls as there; z-score; measured here: cytoplasmic GR-EGFP intensity; hits give high values
# Dynein cargo inh nuclear GR-EGFP: second read-out of Dynein cargo inh, no call of its own (marks repeat the call); z-score; measured here: nuclear GR-EGFP intensity;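 lower value marks the stronger effect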
# Dynein cargo inh cell count: second read-out of Dynein cargo inh, no call of its own (marks repeat the call); z-score; measured here: cell count per field
# b-catenin transl cell count 5 µM: second read-out of b-catenin transl, no call of its own (marks repeat the call); cell count; measured here: cell count, cytotoxicity flag
# T cell HTS vesicle-bound %: second read-out of T cell HTS, no call of its own (marks repeat the call); double positive events, %; measured here: CD8+ vesicle-bound cell fraction;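 binding gate set so that unloaded-vesicle control wells show 10% double positive cells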
# MT stabilize HCS Hoechst-high %: also measured in MT stabilize HCS; calls as there; % Hoechst-high responders; measured here: nuclear condensation Hoechst responders;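 share of cells brighter than vehicle mean plus two SD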
# MT stabilize HCS cytotoxicity %: recorded beside MT stabilize HCS, whose call it bears; toxicity, %; measured here: cytotoxicity by cell density;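 0% = mean cell density of plate MIN control wells and 100% = no cells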
# Autophagy HCS cell loss 18 h: further read-out of Autophagy HCS, marked with its call; toxicity, %; measured here: cell loss, nuclei count;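 cell loss after 18 h compound exposure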
# * = called active by the depositor; i = inactive; ? = inconclusive; . = no result given.
SMILES,MT stabilize HCS,MT stabilize HCS Hoechst-high %,MT stabilize HCS cytotoxicity %,T cell HTS,T cell HTS vesicle-bound %,WT yeast gro inh,WT yeast gro inh mutant strain,Dynein cargo inh,Dynein cargo inh cytoplasmic EGFP,Dynein cargo inh nuclear GR-EGFP,Dynein cargo inh cell count,Autophagy HCS,Autophagy HCS cell loss 18 h,b-catenin transl,b-catenin transl cell count 5 µM,Yfh1-off respiration,M17LAP inhibition,M1AAP inhibition
O=C1CC(N(Cc2cccs2)C(=O)Nc2ccccc2)C(=O)N1c1ccc(Cl)cc1 (stereo unspecified),6.3,2.5,7.0,i,44.6,-3.4,14.5,-0.591,-0.334,-0.51,0.882,i,19.4,0.9,1082,i,-2.4%,11.1%
C/C(=N\NC(=O)CSCc1ccc([N+](=O)[O-])cc1)c1ccccc1O,5.5,2.3,4.6,i,40.9,7.3,-1.5,1.5,0.155,0.447,-0.0829,i,-2.0,2.3,457,i,14.8%,-0.9%
CCCCOC(=O)Nc1ccccc1C(=O)OC,3.1,2.1,9.6,i,24.5,12.9,2.4,0.238,-0.226,-0.768,-0.114,i,8.3,-2.4,1371,i,4.0%,1.7%
Cc1ccc(Cl)cc1NC(=O)COC(=O)CC1CC2CCC1C2 (stereo unspecified),2.3,1.1,6.7,i,4.3,27.4,42.4,-0.877,-0.247,-0.337,0.0921,i,-2.5,.,.,i,3.6%,-5.3%
Cc1ccc(C(=O)NC(NC(=O)c2ccc(C)cc2)c2cccc([N+](=O)[O-])c2)cc1,4.4,3.4,10.5,i,43.5,2.5,2.8,-0.445,-0.227,-0.482,0.202,i,42.9,0.3,1141,i,1.7%,2.8%
COC(F)(C(=O)Nc1ccc2c(c1)C(=O)NC2=O)C(F)(F)F (stereo unspecified),3.5,2.2,14.4,i,29.0,-5.3,-5.4,0.474,-0.148,0.425,-0.0243,i,-11.0,.,.,i,9.3%,3.8%
CC(C)(C)OC(=O)N1CCC[C@H]1c1nnc(SCc2ccccc2)o1,.,.,.,i,28.1,.,.,1.1,-0.2,0.38,-0.93,.,.,-0.4,1288,i,0.9%,-0.3%
CC(CCC(=O)O)C1CC[C@@]2(C)C3C(=O)CC4C(C)(C)C(O)CC[C@]4(C)C3C(=O)C[C@]12C (stereo partly specified),.,.,.,i,40.9,.,.,0.701,-0.205,0.295,-0.517,.,.,0.2,1156,i,0.0%,3.0%
O=C1CN(C(=O)COc2cccc(F)c2)c2ccccc2N1,7.1,1.8,11.5,i,31.0,-21.6,-3.3,-0.459,-0.111,-0.154,-0.527,i,7.1,-1.4,1156,i,-7.7%,7.2%
CCCc1cc2c(=O)n(NC(=O)c3nn(C)cc3[N+](=O)[O-])c(C)nc2s1,2.9,3.4,7.0,i,33.4,2.9,8.9,1.23,-0.149,0.698,-1.39,i,15.5,-1.5,994,i,-18.3%,4.8%
O=S(=O)(NCCc1ccc(F)cc1)c1cccc2cccnc12,7.0,1.8,9.3,i,18.3,-27.6,6.2,-0.415,-0.334,-0.254,-0.217,i,30.8,0.6,1483,i,-1.6%,2.4%
COc1ccc(-c2nc(NC(=O)C3=NN(c4cccc(C)c4)C(=O)CC3)sc2C)cc1,2.2,2.3,4.1,i,8.9,1.1,7.7,-0.114,-0.138,-0.0411,0.834,i,32.6,-1.7,1087,i,8.3%,1.1%
Cn1c(=O)c(Nc2ccc(O)cc2)c2c3c(cccc31)C(=O)c1ccccc1-2,6.4,3.5,5.6,i,1.3,29.9,-11.0,0.135,-0.271,-0.264,-0.21,i,2.5,2.3,420,?,-0.2%,?
CC(C)(C)C(=O)N1CCC[C@H]1C(O)(c1ccccc1)c1ccccc1,6.5,1.9,11.6,i,43.2,4.1,18.2,0.512,-0.221,0.128,-1.27,i,3.5,1.8,508,i,-4.2%,10.2%
COc1ccc2c(c1OC)C(=O)OC2CC(=O)c1ccc(O)cc1 (stereo unspecified),2.3,2.4,10.3,i,49.7,5.4,3.2,2.32,-0.192,1.46,-0.117,i,-51.6,-0.7,817,.,14.4%,12.9%
COc1ccc(-n2c(/C=C(\C)O)nc(=O)c3c(C)cc(C)nc32)cc1,2.7,2.0,4.0,i,9.6,-0.5,1.1,-0.0552,-0.171,-0.0115,-0.229,i,-2.4,.,.,i,1.9%,5.9%
Cc1ccccc1NC(=O)c1cc(C(=O)c2cc(Cl)ccc2O)cn(-c2ccccc2C)c1=O,5.5,2.8,6.2,i,43.4,38.7,11.1,-0.809,-0.133,-0.579,0.255,i,-3.0,1.7,932,i,15.0%,7.3%
O=C(CSc1nc2ccccc2c(=O)n1-c1ccccc1)N/N=C/C=C/c1ccccc1[N+](=O)[O-],3.9,1.7,5.2,i,29.7,4.8,7.3,1.32,-0.285,1.61,-1.33,i,25.8,-3.3,603,i,5.7%,2.6%
CCOC(=O)N1CCN(c2cc(=O)n(-c3ccc(Br)cc3)c(=O)[nH]2)CC1,1.6,6.1,8.4,i,21.9,13.2,7.1,-0.587,-0.245,-0.329,0.221,i,7.2,1.9,1019,i,16.1%,-1.1%
Cc1ccccc1C(=O)Oc1cc(N)n(S(C)(=O)=O)n1,3.8,1.2,5.4,i,51.5,-3.8,4.6,-0.276,-0.125,0.197,-0.529,i,22.5,1.5,914,i,-2.2%,0.4%
Cc1ccc(Nc2cc(C)nc(N3CCOCC3)n2)cc1,1.9,1.3,10.1,i,31.8,18.2,7.5,-0.486,0.0963,0.024,0.712,i,5.0,-3.4,1496,i,0.3%,17.4%
O=C(O)C1CN(C(=O)c2cccc(Br)c2)C1,2.1,1.8,8.3,i,46.6,-0.6,-1.4,-0.082,-0.304,0.0541,0.197,i,-8.7,-1.1,1047,i,-3.2%,3.4%
Cc1nnsc1C(=O)NC1CCCCC1,1.9,0.8,7.0,i,51.0,-11.3,-15.5,-0.0896,-0.184,-0.343,-0.324,i,16.6,-3.6,1398,i,5.8%,1.1%
Cc1ccc(C)c2nc(SCC(=O)N3CCCc4ccccc43)c(C#N)cc12,3.3,1.8,5.3,i,17.5,-8.1,9.8,0.00969,0.092,-0.0823,-0.149,i,-33.4,-0.6,1104,i,-4.2%,2.5%
Cc1cc(C2N=C(N)Nc3nc4ccccc4n32)c(C)n1-c1ccccc1Cl (stereo unspecified),4.0,2.3,1.7,i,36.5,4.1,-6.7,-0.287,0.0227,0.335,0.698,i,-2.0,1.7,1138,i,2.2%,20.3%
O=C(CSc1ncnc2c1nnn2Cc1ccccc1)NC1CCCC1,1.8,1.5,10.3,i,10.0,-5.7,-0.6,0.458,-0.192,-0.0176,-0.339,i,-3.8,-1.8,1054,i,7.2%,0.8%
Cc1nc2ccc(Cl)cc2c(-c2ccccc2)c1CC(=O)O,1.7,1.9,7.6,i,52.3,-22.3,6.6,0.161,-0.212,0.398,-0.838,i,-4.8,7.8,966,i,11.4%,14.4%
CC(C)OCCCNC(=O)c1ccc2c(c1)ncn2C1CCCC1,4.3,2.0,10.0,i,40.9,-2.5,-5.5,-0.285,-0.298,0.507,0.544,i,22.7,1.9,533,.,13.2%,-0.8%
CCc1cc2c(=O)n(Cc3ccco3)c(SCC(=O)N3CCCc4ccccc43)nc2s1,4.9,3.8,10.6,i,38.6,12.4,12.9,0.879,-0.273,0.616,-0.993,i,-15.9,2.7,1141,i,32.5%,10.9%
COC(=O)CC1NCCNC1=O (stereo unspecified),2.2,2.5,4.0,i,26.8,-13.6,-17.2,-0.661,-0.12,-0.151,1.26,i,-3.0,-0.5,966,i,-2.6%,-0.7%
CC(=O)CC(=O)Nc1ncccn1,4.0,1.1,15.3,i,39.8,5.3,3.2,-0.516,-0.326,0.0731,1.41,i,7.7,-2.9,1084,i,-3.2%,-1.8%
c1cnc(Sc2ccc3nnnn3n2)nc1,1.2,3.2,4.5,i,51.3,-28.6,-8.7,-0.172,-0.362,-0.121,0.347,i,1.2,-1.2,1086,i,28.1%,-1.5%
CCOc1ccc(CC(=O)NNC(=O)/C=C/C(=O)O)cc1,.,.,.,i,32.4,.,.,-1.24,-0.175,-0.711,1.02,.,.,-2.0,1136,i,5.0%,3.9%

# Source: PubChem
